# Bioassay records from PubChem BioAssay.
# NIH3T3 tox = cytotoxic compounds in NIH 3T3 cells; NIH 3T3 viability, CellTiter-Glo ATP luminescence, 48-72 h; Potency, µM (titrated, usually from 96.7 µM), for the others: at the highest dose activity change, negative = cytotoxicity, actives largely listed as inhibitors; AID 1345082; 94,000 compounds, 4.3% hits; also: potency is read from the fitted curve at half-maximal effect; nearly all actives have a fitted effect of over 55% in size
#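 Cells were seeded at 400 per well, treated with pin-transferred compound, and kept 48 or 72 hr at 37 °C before CellTiter-Glo addition and luminescence imaging of cellular ATP.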
# GPT2 inhibitor = inhibitors of human GPT2 alanine aminotransferase; AID 1671188; 100,000 compounds, 0.25% hits; Q8TD30; Recombinant GPT2, coupled pyruvate oxidase/HRP Amplex Red fluorescence; Potency, µM (highest dose often 57.7 µM), inactives show at the highest dose activity change, negative = inhibition, hits mostly inhibitors; also: potency is read from the fitted curve at half-maximal effect; nearly all actives have a fitted effect of over 60% in size; many of its hits are not listed in these tables
# Target sequence (Q8TD30 whole entry, looked up): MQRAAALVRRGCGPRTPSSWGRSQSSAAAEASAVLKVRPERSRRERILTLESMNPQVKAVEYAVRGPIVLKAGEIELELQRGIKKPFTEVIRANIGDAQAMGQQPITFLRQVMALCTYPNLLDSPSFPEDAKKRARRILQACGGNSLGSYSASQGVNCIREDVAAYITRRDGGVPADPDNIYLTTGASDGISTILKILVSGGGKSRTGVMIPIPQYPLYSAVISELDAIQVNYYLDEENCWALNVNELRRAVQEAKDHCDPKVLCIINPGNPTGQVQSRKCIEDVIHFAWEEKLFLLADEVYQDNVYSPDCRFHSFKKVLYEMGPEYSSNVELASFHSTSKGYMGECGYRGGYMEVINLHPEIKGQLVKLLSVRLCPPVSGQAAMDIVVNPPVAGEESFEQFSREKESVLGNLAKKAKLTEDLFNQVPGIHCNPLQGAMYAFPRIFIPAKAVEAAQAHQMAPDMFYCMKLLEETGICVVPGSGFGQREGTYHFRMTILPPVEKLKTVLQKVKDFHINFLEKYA
#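 Fluorescence read-out: pyruvate from GPT2 turnover coupled to pyruvate oxidase, HRP and Amplex Red (0.2mM ThPP, 0.2U/mL PO and HRP, 50uM Amplex final). Substrates 250uM a-KG, 2mM L-alanine; enzyme 10ng/uL; 30 min RT.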
# IP6K1 inh = IP6K1 kinase inhibition | activity change, % (series mostly up to about 58 µM) | 140,000 compounds, 0.81% hits | IP6K1 kinase, ADP-Glo luminescence, 2 h; stronger effect = lower value | Q92551; in the data active = activity change below about -25%
#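 ADP-Glo luminescence measures ADP made by human IP6K1 during a 2 h RT reaction with ATP/IP6 (mix at 1.3 mM/130 uM); top library doses 57.5 and 19.1 uM final.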
# SNCA expr inhib = reduces expression of the alpha-synuclein gene; HEK-293 SNCA-luciferase knock-in, luminescence, 24 h; Potency, µM (doses to about 57.2 µM), without a hit: at the highest dose activity change, negative = inhibition, actives largely listed as inhibitors; 140,000 compounds, 0.17% hits; AID 1671194;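 also: potency is read from the fitted curve at half-maximal effect; plate controls were DMSO cells for no effect and cell-free wells for full effect; nearly all actives have a fitted effect of over 45% in size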
# Luciferase inh = inhibitors of firefly (Photinus pyralis) luciferase. P08659. purified P. pyralis luciferase, luminescence, biochemical. Potency, µM (top dose mostly 115 µM), inactives show at the highest dose activity change, negative = inhibition, actives largely listed as inhibitors. 76,000 compounds, 2.5% hits; also: potency is read from the fitted curve at half-maximal effect; nearly all actives have a fitted effect of over 65% in size
# Target sequence (P08659 whole entry, looked up): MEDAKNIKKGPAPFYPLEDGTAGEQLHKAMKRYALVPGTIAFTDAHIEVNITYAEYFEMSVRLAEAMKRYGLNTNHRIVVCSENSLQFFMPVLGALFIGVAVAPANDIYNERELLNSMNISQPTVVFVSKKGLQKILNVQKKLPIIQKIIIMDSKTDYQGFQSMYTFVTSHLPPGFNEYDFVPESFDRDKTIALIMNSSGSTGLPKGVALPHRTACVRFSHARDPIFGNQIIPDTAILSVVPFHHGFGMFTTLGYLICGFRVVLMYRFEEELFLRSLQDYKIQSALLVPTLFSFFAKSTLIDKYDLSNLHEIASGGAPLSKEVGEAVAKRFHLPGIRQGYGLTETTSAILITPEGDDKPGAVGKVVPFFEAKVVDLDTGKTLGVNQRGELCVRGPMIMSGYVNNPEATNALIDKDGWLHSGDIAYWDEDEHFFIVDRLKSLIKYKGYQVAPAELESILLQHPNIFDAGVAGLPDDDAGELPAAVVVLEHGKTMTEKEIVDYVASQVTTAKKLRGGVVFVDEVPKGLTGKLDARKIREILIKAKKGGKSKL
#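 Biochemical qHTS: compound (6-point titration) added to 10uM D-luciferin plus 10uM ATP in Tris acetate pH 7.5 buffer with Mg, Tween-20 and BSA, then purified enzyme at 10nM; light output imaged.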
# HEK293 viab = cell viability loss counter-screen. HEK-293-SNCA-luc viability, GF-AFC fluorescence, 24 h. 150,000 compounds, 0.12% hits. Potency, µM (titrated, usually from 57.1 µM), for inactives: at the highest dose activity change, negative = cytotoxicity, most hits filed as cytotoxic;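 also: potency is read from the fitted curve at half-maximal effect; 0% = DMSO-treated cells and -100% = medium-only wells without cells; nearly all actives have a fitted effect of over 30% in size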
#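 HEK-293-SNCA-luc cells (1500/well) plated 24 h, then exposed 24 h to a dilution series; GF-AFC added 30 min at 37C, fluorescence 405/540 nm; normalised to medium-only and DMSO wells, Hill fit.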
# HEK293 tox = cytotoxic compounds in HEK 293 cells; HEK 293 viability, ATP luminescence (CellTiter-Glo), 48-72 h; Potency, µM (top dose mostly 115 µM), without a hit: at the top dose activity change, negative = cytotoxicity, actives largely listed as inhibitors; 94,000 compounds, 6.6% hits; also: potency is read from the fitted curve at half-maximal effect; nearly all actives have a fitted effect of over 60% in size
#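 Pintool-delivered compounds were incubated with HEK 293 cells (250 cells/well) at 37 degree Celsius for 48 or 72 hr. ATP-dependent luminescence (CellTiter-Glo) then reported remaining viable cells.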
# * marks the source's active call; other numbers are inactive results; i = inactive; ? = inconclusive; nt = no result given; & = joins results of further samples; [ ] = dose if it differs, or a comment. Unless noted, calls follow the shape of the dose curve; as a rule, active = well fitted curve in the direction sought with a large enough effect; inconclusive = small, poorly fitted or top-dose-only effect, or another doubt; inactive = no such curve, though single readings can be large; an effect the other way counts as inactive or inconclusive. Unless noted, % is scaled to controls: 0 for no effect and ±100 for the full control effect.
# Screens in order: HEK293 tox | GPT2 inhibitor | NIH3T3 tox | IP6K1 inh | Luciferase inh | HEK293 viab | SNCA expr inhib
O=C(Nc1nnc(S(=O)(=O)N2CCCCCC2)s1)c1ccc(Cl)cc1
  nt | nt | nt | 21.2 | nt | -0.1% | 15.5%
Cn1ncc2c(C(=O)NCc3ccccn3)cc(-c3cccc(C(F)(F)F)c3)nc21
  ? | ? | ? | 1.0&18.1 | nt | -15.4% | -27.7%
CC(=O)c1sc(NC(=O)c2c(-c3ccccc3)c(-c3ccccc3)nn(C)c2=O)nc1C
  nt | nt | nt | 16.6 | nt | -7.1% | 9.3%
COc1ccc(/C=C/C(=O)Nc2sc3c(c2C(N)=O)CCCC3)cc1
  nt | nt | nt | 33.6 | nt | -1.2% | -3.5%
COc1ccc2[nH]cc(CCNC(=O)Nc3ccccc3C)c2c1
  nt | nt | nt | 10.2 | nt | -6.0% | -24.0%
Cc1cnc(C(=O)NC2C[C@H]3CC[C@@H](C2)N3C(=O)c2cc(F)ccc2F)cn1 (some centres not stated)
  0.9% | 0.8% | -12.8% | 10.4 | -9.3% | 8.9% | -0.4%
COc1ccc(Br)cc1CNC(=O)c1ccc2nc(C(C)C)oc2c1
  nt | nt | nt | 13.8 | nt | 6.7% | 10.1%
O=C1CCCc2occ(C(=O)N3CCCC4(CCNC4)C3)c21 (configuration not stated)
  -32.3% | ? | -2.8% | 19.0 | -9.7% | -1.2% | 26.0%
Cc1ccc2nc(CO[C@H]3CN(CC4CC4)C[C@H]3F)[nH]c2c1
  -21.3%[172 µM] | i | -6.6%[138 µM] | -12.9 | -0.2%[172 µM] | 4.3%[87.6 µM] | 76.0%[activator][87.6 µM]
Cc1ccccc1CN1CCc2c(n(Cc3ccccc3)n(-c3ccccc3)c2=O)C1
  89.1µM* | -5.8%[88.5 µM] | 89.1µM* | 5.7 | 2.9%[172 µM] | -18.6%[87.6 µM] | -6.7%[87.6 µM]
CC(C)[C@@H](C)/C=C/[C@@H](C)[C@H]1CC[C@H]2C3=CC=C4C[C@@H](O)CC[C@]4(C)[C@H]3CC[C@]12C
  nt | i | nt | 2.4 | nt | 2.6%[23.9 µM] | nt
CC(C)c1ccc(N2CC(C(=O)N(C)Cc3cnccn3)CC2=O)cc1 (configuration not stated)
  i | i | 0.3% | 6.1 | -9.8% | 6.6% | -14.9%
Cn1c(=O)c2cc(S(=O)(=O)NC(Cc3ccccc3)C(=O)Nc3ccc(F)cc3)ccc2n(C)c1=O (configuration not stated)
  nt | nt | nt | 10.8 | nt | -5.0% | -4.1%
Cn1c(=O)c2c(nc(NCCc3ccccc3)n2Cc2ccccc2Br)n(C)c1=O
  nt | nt | nt | 18.4 | nt | 3.1% | 9.6%
COCCNC(=O)c1ccc2c(c1)N(C)C(CC(=O)NC(C)(C)CO)CO2 (configuration not stated)
  -9.0% | i | -19.8% | 1.9 | -12.6% | 5.6% | 2.7%
Cc1ccc(CNC(=O)CN2C(=O)CCc3cc(S(=O)(=O)N4CCCCC4)ccc32)cc1
  nt | nt | nt | 15.1 | nt | -0.1% | 16.5%
Cc1c(C(=O)NCc2ccc(F)cc2)oc2ccc(S(=O)(=O)N3CCCCC3)cc12
  nt | nt | nt | 14.6 | nt | -8.8% | -18.1%
CCCN1CCCc2cc(CN(CCCN3CCOCC3)C(=O)Nc3ccc(CC)cc3)ccc21
  nt | nt | nt | -1.0 | nt | -13.0% | 10.6%
O=C(C1CCCN(S(=O)(=O)c2ccc(Br)s2)C1)N1CCN(c2ccccc2)CC1 (configuration not stated)
  nt | nt | nt | 11.1 | nt | -9.0% | 23.5%
CC(C)Oc1ccc2c(NC(=O)c3ccon3)nn(Cc3ccccc3)c2c1
  ? | i[11.5 µM] | ? | -2.9 | 9.0% | 7.9% | -6.9%
O=S(=O)(NCCc1noc(-c2ccncc2)n1)c1ccccc1
  -11.8% | i | -25.9% | -0.7 | -1.7% | -19.1%[12.5 µM] | -9.3%
COc1ccc(NC(=O)O[C@@H]2CO[C@H]3[C@@H]2OC[C@@H]3NC(=O)Nc2cccc(C(F)(F)F)c2)cc1
  ? | 3.1% | ? | -11.3 | -14.1% | -4.9% | ?
Cc1ccc(-n2nc(C)c([C@@H]3C=C[C@@H](N)C3)c2C)cc1Cl
  39.8µM* | i | 28.2µM* | -9.4 | 70.8µM* | -20.8%[87.6 µM] | 54.1%[activator][87.6 µM]
CNC(=O)C1CCCCN1Cc1ccc(-c2ccsc2)cc1 (configuration not stated)
  ? | -1.3%[88.5 µM] | ? | -5.4 | nt | 3.0%[87.6 µM] | 26.2%[87.6 µM]
O=C(NC1CCCC1)c1ccc(CSc2nc3cccnc3n2Cc2ccc(F)cc2)cc1
  nt | nt | nt | -9.9 | nt | 2.2% | 10.5%
COc1ccc(NC(=O)N2CC[C@H]3CC(=O)N(CCN4CCNC4=O)CC[C@H]3C2)cc1
  i | i | i | -0.9 | -0.3%[172 µM] | -1.3%[87.6 µM] | -2.9%[87.6 µM]
Cc1ccc(C(=O)N2CCC(OC3CCN(C)CC3)CC2)cc1F
  -10.1% | i | -5.9% | -3.8 | 3.7% | 10.4% | -12.4%
CN(C)C[C@@H]1CN(C(=O)c2cccc(N3CCCC3=O)c2)C[C@@H]1CO
  4.0% | -2.6% | 3.9% | 0.0 | 10.5% | 9.3% | 18.4%
Cc1oc(-c2ccccc2Cl)nc1CSc1nncn2c1cc1occc12
  nt | nt | nt | 12.6 | nt | -2.5% | -7.9%
CCOc1ccc(CC(=O)N2CCCN(c3cc(-c4ccccc4)[nH]n3)CC2)cc1OCC
  ? | ? | -25.1% | -10.5 | 2.5% | 1.7% | -29.0%
Cc1ccc(C(=O)N2CCC3(CC(C(C)C)=NO3)C2)cc1 (configuration not stated)
  i | -18.2%[88.5 µM] | i | 15.5 | nt | -14.3%[87.6 µM] | 18.7%[87.6 µM]
CCCCC1CCC(c2nc(-c3ccncc3)no2)CC1 (configuration not stated)
  nt | -19.6% | nt | -4.2 | nt | -1.9% | nt
CNC(=O)c1cc(C)nc2onc(C3CCN(C(=O)c4ccc(C)cc4)C3)c12 (configuration not stated)
  -11.7% | nt | -24.5% | -0.7 | nt | nt | nt
O=C(c1cccc(C(F)(F)F)c1)N1CCC(c2nn(-c3ccc(Cl)cc3)c(=O)[nH]2)CC1
  2.9% | -5.2% | -20.7% | 10.9 | 2.2% | -10.6% | -18.9%
CCCCNC(=O)CN1C(=O)NC2(CCOCC2)C1=O
  9.0% | -5.3% | i | 35.8 | -9.3% | -1.7% | 14.0%
CC(=O)c1ccc(NC(=O)CN2C(=O)NC3(CCC(C(C)(C)C)CC3)C2=O)cc1 (configuration not stated)
  ? | i | ? | -17.1 | -1.9% | -3.2% | -8.3%
C=CCO[C@@H]1CCN(C(=O)COCC(=O)O)[C@H](C(=O)N[C@@H](Cc2cccs2)C(N)=O)C1
  i | -4.2% | i | -1.3 | -3.8% | 0.0% | 13.2%
CN(C)CC(C)(C)Cn1ccnc1-c1cn(C2CCNCC2)nn1
  -2.1% | -10.2% | -17.5% | -2.2 | 3.7% | -2.2% | -2.7%
CC(C)(C)c1ccc(C(=O)NCc2nnc3c(-c4nc(C5CC5)no4)cccn23)cc1
  ? | i | ? | -0.4 | 15.8µM* | -0.7% | 1.3%
COc1cc(NC(=O)CCn2nc(C)c(S(=O)(=O)N3CCCCC3)c2C)cc(OC)c1OC
  nt | nt | nt | 24.5 | nt | 14.2% | 15.7%
Cc1ccc(CCNc2ncncc2-c2nc(-c3ccccc3)no2)cc1
  -4.0% | -14.9% | -14.9% | -8.6 | -19.5% | 29.7% | 23.3%
CC(C)C1=NS(=O)(=O)c2cc(NC(=O)c3ccco3)ccc2N1c1ccccc1
  ? | i | ? | -3.7 | -11.0% | ? | 8.6%
CCn1cc(-c2ccc(C)cc2)cc1C(=O)N1CCN(c2ccccn2)CC1
  31.6µM* | ? | 35.5µM* | -2.6 | -10.1% | -28.2% | -27.7%
Cc1csc(NC(=O)c2ccc3c(c2)OCC(=O)N(Cc2cnn(C)c2)C3)n1
  ? | 0.1%[88.5 µM] | ? | 6.6 | -6.3%[172 µM] | -10.9%[87.6 µM] | 74.2%[activator][87.6 µM]
CCC1Oc2ccc(NC(=O)Cc3ccc(F)cc3)cc2CN(Cc2ccc(Cl)cc2)C1=O (configuration not stated)
  ? | 4.4% | 10µM* | 20.9 | -14.3% | -11.0% | -23.9%
CN(C)c1ccc2ncc(Nc3ccc(Cl)cn3)n2n1
  ? | ? | 112µM* | -12.3 | -16.0%[230 µM] | 5.9%[87.6 µM] | 5.8%[87.6 µM]
C#CC1(O)CC[C@H]2[C@@H]3CCC4=CCCC[C@@H]4[C@H]3CC[C@@]21C (some centres not stated)
  nt | i | nt | 6.8 | nt | -1.3%[23.9 µM] | -53.3%[25.6 µM]
COc1cc(OC)cc(-c2onc(C)c2C(=O)NCCC(c2ccccc2)c2ccccc2)c1
  39.8µM* | -0.9% | ? | -15.6 | -0.8% | 0.7% | -16.0%
Cc1nn(C)c2c1c(-c1ccccc1)cc(=O)n2Cc1ccc(Cl)cc1
  nt | nt | nt | 4.6 | nt | -0.4% | 1.1%

# Another view of 7 compounds above:
canonical_smiles	HEK293 tox	GPT2 inhibitor	NIH3T3 tox	IP6K1 inh	Luciferase inh	HEK293 viab	SNCA expr inhib
Cc1ccc(C(=O)N2CCC3(CC(C(C)C)=NO3)C2)cc1 (configuration not stated)	i	-18.2%[88.5 µM]	i	15.5	nt	-14.3%[87.6 µM]	18.7%[87.6 µM]
CCCCC1CCC(c2nc(-c3ccncc3)no2)CC1 (configuration not stated)	nt	-19.6%	nt	-4.2	nt	-1.9%	nt
CNC(=O)c1cc(C)nc2onc(C3CCN(C(=O)c4ccc(C)cc4)C3)c12 (configuration not stated)	-11.7%	nt	-24.5%	-0.7	nt	nt	nt
O=C(c1cccc(C(F)(F)F)c1)N1CCC(c2nn(-c3ccc(Cl)cc3)c(=O)[nH]2)CC1	2.9%	-5.2%	-20.7%	10.9	2.2%	-10.6%	-18.9%
CCCCNC(=O)CN1C(=O)NC2(CCOCC2)C1=O	9.0%	-5.3%	i	35.8	-9.3%	-1.7%	14.0%
CC(=O)c1ccc(NC(=O)CN2C(=O)NC3(CCC(C(C)(C)C)CC3)C2=O)cc1 (configuration not stated)	?	i	?	-17.1	-1.9%	-3.2%	-8.3%
C=CCO[C@@H]1CCN(C(=O)COCC(=O)O)[C@H](C(=O)N[C@@H](Cc2cccs2)C(N)=O)C1	i	-4.2%	i	-1.3	-3.8%	0.0%	13.2%
